Screening results as filed in PubChem.
p53 reactivator: mutant p53 re-activation in reporter cells; H1299 p53-A138V BP100-luciferase reporter, luminescence, 24 h; Potency, µM (doses to about 92.2 µM), for the others: at the top dose activity change, positive = activation, most hits filed as activators; actives 0.063% (n = 320,000); AID 504706; also: potency is read from the fitted curve at half-maximal effect; % of control where 0% means no effect; nearly all actives have a fitted effect of over 45% in size
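p53-null H1299 cells stably carrying temperature-sensitive p53-A138V and a BP100-luciferase reporter were pinned with compounds (4-point, 1:5 series) and held 24 hrs at 37 deg C. Luminescence was read 10 min after detection reagent.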
ELG1 genotox: induces genotoxicity in HEK293T cells with luciferase-tagged ELG1. actives 1.3% (n = 330,000). AID 504466. HEK293T ELG1-luciferase reporter, luminescence, 16 h. Potency, µM (doses to about 46 µM), inactives show top-dose activity change, positive = activation, usual class: activators; also: potency is read from the fitted curve at half-maximal effect; % of control where 0% means no effect; nearly all actives have a fitted effect of over 60% in size
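ELG1-luciferase HEK293T cells, 2,000/well; compound pinned in; 16 hr, 37 °C, 5% CO2; ONE-Glo, 30 min RT; luminescence on CCD imager.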
uPA surface inh: cell surface uPA generation inhibition; cell surface uPA generation assay, qHTS; Potency, µM (doses to about 38.3 µM), inactives show top-dose activity change, negative = inhibition, actives largely listed as inhibitors; actives 0.31% (n = 330,000); AID 540303; active = well fitted inhibition curve with a large enough effect; inconclusive = small, poorly fitted or top-dose-only effect; inactive = no such curve, though single readings can be large or run the other way; tested in mouse RAW 264.7 cells; also: potency is read from the fitted curve at half-maximal effect; % is scaled to controls: 0 for no effect and ±100 for the full control effect; nearly all actives have a fitted effect of over 55% in size
USP2a block: blocks human ubiquitin-specific protease USP2a; O75604; USP2 core, Ub-CHOP2 coupled fluorogenic reporter, 485/531; Potency, µM (series often up to 38.3 µM), for the others: at the highest dose activity change, negative = inhibition, most hits filed as inhibitors; actives 0.01% (n = 330,000);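 also: potency is read from the fitted curve at half-maximal effect; plate controls were DMSO wells for no effect and full inhibition by NEM control for full effect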
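USP2 core (10nM final) preincubated 30min RT with compound in 20mM Tris-HCl pH 8.0, 2mM CaCl2, 2mM beta-mercaptoethanol, 0.05% CHAPS; 25nM Ub-CHOP2 plus 25nM reporter substrate added, fluorescence (Ex485/Em531) read after 60min.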
Eya2 inh: inhibitors of human Eya2 phosphatase activity | O00167 | recombinant Eya2, OMFP fluorescence dephosphorylation (OMFP is methylfluorescein phosphate) | Potency, µM (titrated, usually from 76.9 µM), inactives show at the highest dose activity, negative = inhibition, most hits filed as inhibitors | actives 0.006% (n = 330,000) | AID 488837; also: potency is read from the fitted curve at half-maximal effect; % is scaled to controls: 0 for no effect and ±100 for the full control effect
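Eya2 protein (added as 0.2 uM solution) was preincubated with compound for 10 min at ambient temperature in 50 mM HEPES pH 7.5, 50 mM NaCl, 5 uM MgCl2, 0.05% BSA, 1 mM DTT. OMFP (added at 50 uM) then reacted 10 min; fluorescence read at 485/525 nm.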
TRPV1 agonist: human TRPV1 agonism | Q8NER1 | activation, % at 8.33 µM | TRPV1-expressing cells, Fluo-8 calcium influx, agonist mode | actives 0.19% (n = 320,000) | AID 540275; in the data active = activation above about 80%; inconclusive = between about 30% and that limit; also: 0% is about no effect
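Fluo-8 calcium influx in TRPV1-expressing cells, kinetic read (ex 480/em 520 nm). Compound added and read 3 min for agonist activity, followed by capsaicin at EC20 final and 2 min further read for enhancement.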
S-ASM inh: blocks human secretory acid sphingomyelinase; P17405; placental ASM, HMU-PC fluorogenic substrate, 60 min; Potency, µM (top dose mostly 57.5 µM), for inactives: at the top dose activity change, negative = inhibition, hits mostly inhibitors; actives 0.006% (n = 340,000); also: potency is read from the fitted curve at half-maximal effect
Target sequence (P17405 47-631 limits assumed): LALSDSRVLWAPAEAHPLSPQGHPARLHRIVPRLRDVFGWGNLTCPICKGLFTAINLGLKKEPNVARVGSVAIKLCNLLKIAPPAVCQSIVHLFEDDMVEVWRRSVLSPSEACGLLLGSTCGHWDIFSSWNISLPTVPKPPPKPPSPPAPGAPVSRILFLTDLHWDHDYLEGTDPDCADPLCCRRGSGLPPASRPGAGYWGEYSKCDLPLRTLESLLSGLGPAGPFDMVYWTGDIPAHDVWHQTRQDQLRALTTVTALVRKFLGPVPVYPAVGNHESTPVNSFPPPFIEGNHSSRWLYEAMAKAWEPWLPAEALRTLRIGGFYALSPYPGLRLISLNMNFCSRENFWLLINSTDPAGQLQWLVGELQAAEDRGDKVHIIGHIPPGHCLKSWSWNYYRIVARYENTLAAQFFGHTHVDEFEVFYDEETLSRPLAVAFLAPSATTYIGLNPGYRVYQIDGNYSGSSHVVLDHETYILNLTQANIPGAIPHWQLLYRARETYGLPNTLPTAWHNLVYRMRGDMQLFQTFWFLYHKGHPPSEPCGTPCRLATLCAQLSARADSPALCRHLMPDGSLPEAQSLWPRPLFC
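Human placenta-derived ASM preincubated with compound 10 min at room temperature, then reacted with 9 uM (final) fluorogenic HMU-PC substrate for 60 min at 37 C. Stop solution raises pH to 10; fluorescence read at Ex 386/Em 447 nm.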
B2AR arrestin: agonists driving beta-arrestin recruitment to human beta2-adrenergic receptor; actives 0.02% (n = 330,000); AID 492947; beta-arrestin recruitment to beta2AR, cell-based reporter; Potency, µM (doses to about 46.1 µM), for the others: at the top dose activation, usual class: activators; P07550;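 also: potency is read from the fitted curve at half-maximal effect; 0% = DMSO controls and full agonism = EC100 isoproterenol or metaproterenol; nearly all actives have a fitted effect of over 65% in size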
Target sequence (P07550 whole entry, looked up): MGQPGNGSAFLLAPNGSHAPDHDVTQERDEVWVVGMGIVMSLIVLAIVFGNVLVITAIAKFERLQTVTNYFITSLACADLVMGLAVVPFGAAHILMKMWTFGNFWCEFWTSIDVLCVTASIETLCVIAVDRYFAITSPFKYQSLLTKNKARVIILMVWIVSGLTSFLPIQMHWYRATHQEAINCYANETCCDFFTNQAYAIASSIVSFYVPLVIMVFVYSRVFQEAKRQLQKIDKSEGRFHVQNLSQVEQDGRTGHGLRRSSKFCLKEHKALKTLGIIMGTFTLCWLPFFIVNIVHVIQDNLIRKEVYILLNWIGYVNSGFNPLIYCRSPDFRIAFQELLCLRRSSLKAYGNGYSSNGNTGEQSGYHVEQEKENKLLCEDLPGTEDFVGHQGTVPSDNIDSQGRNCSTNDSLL
BRCA1 expr up: BRCA1 expression activation. MCF7-BRCA1-FFLuc reporter, luminescence, 48 h; response scale: scaled: vehicle 0%, 10 µM genistein 100%. Potency, µM (highest dose often 46.1 µM), inactives show at the highest dose activation, hits mostly activators. actives 1.1% (n = 380,000). AID 624202; also: potency is read from the fitted curve at half-maximal effect; nearly all actives have a fitted effect of over 80% in size; some results filed as inactive show a strong effect at the top dose
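MCF7 cells carrying a BRCA1-firefly luciferase reporter (2000 cells/well, phenol-red free MEM) were attached for 2 h at 37 °C, then given compounds for 48 h. Luminescence was read 15 min after luciferase reagent; activity normalized to genistein (10 microM) and DMSO.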
TSG101-PTAP inh: blocks PTAP/TSG101 interaction to inhibit HIV-1 budding. Q99816. 340,000 tested, under 10 active. Fluorescence polarization, FITC-PTAP peptide / Tsg101 binding. Potency, µM (titrated, usually from 115 µM), for the others: top-dose activity change, negative = inhibition, usual class: inhibitors; active = well fitted inhibition curve with a large enough effect in the main read-out, with a control signal flat, not every such curve was filed as active; inconclusive = small, poorly fitted or top-dose-only effect, or effect the other way, or a change in a side signal; inactive = no such curve, though single readings can be large or run the other way; also: potency is read from the fitted curve at half-maximal effect; % of control where 0% means no effect
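FP read-out: FITC-PTAP peptide, 50 nM final, binding Tsg101 binding domain, 10 uM final; 20 min, r.t.; 10 mM HEPES pH 7.5, 0.15 M NaCl, 0.01% Tween 20, 3 mM EDTA, 0.1 mM TCEP.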
a7 integrin act: activates integrin-mediated alleviation for muscular dystrophy | actives 0.064% (n = 350,000) | alpha7betagal myoblasts, beta-gal FDG fluorescence, 48 h | AID 624291 | Potency, µM (top dose mostly 38.3 µM), inactives show at the highest dose activation, usual class: activators;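 also: potency is read from the fitted curve at half-maximal effect; 100% = response of the positive control SU9516; nearly all actives have a fitted effect of over 60% in size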
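alpha7betagal+/- myoblasts (passage 13, 250/well) treated 48 h at 37C with compounds at 1:260 dilution of DMSO stock. Lysed, then beta-galactosidase activity read as FDG fluorescence (ex 480/em 540) after 30 min, with pre-read for autofluorescence.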
* = called active by the depositor; ? = inconclusive; / = no result given; [ ] = dose if it differs, or a comment. Unless noted, calls follow the shape of the dose curve; as a rule, active = well fitted curve in the direction sought with a large enough effect; inconclusive = small, poorly fitted or top-dose-only effect, or another doubt; inactive = no such curve, though single readings can be large; an effect the other way counts as inactive or inconclusive.

SMILES	p53 reactivator	ELG1 genotox	uPA surface inh	USP2a block	Eya2 inh	TRPV1 agonist	S-ASM inh	B2AR arrestin	BRCA1 expr up	TSG101-PTAP inh	a7 integrin act
Cc1cc(C)c2oc(=O)cc(CN3CCN(Cc4ccccc4)CC3)c2c1	-3%	-6%	5%	-4%	4%	10	-6%	-0.1%	-25%	-1%	8%
CCC(CC)C(=O)NCCc1ccc(OC)c(OC)c1	/	/	6%	/	/	0	6%	/	0%	-4%	9%
c1ccc2sc(N3CCOCC3)nc2c1	18%	?	/	2%	8%	4	-4%	-0.6%	8.9µM*	0%	23%
CC(=O)c1ccc(NC(=O)C(C)OC(=O)C(C)Oc2cccc(C)c2)cc1 (configuration not stated)	3%	3%	6%	0%	1%	29	-2%	-1.0%	11%	0%	11%
Cc1c(NC(=O)C(=O)/C=C(\O)c2ccc(Br)cc2)c(=O)n(-c2ccccc2)n1C	-6%	1%	-3%	-1%	-4%	-3	-3%	0.1%	-25%	-2%	-10%
COc1ccc2c3c([nH]c2c1)C(C)N(CCC(=O)NN)CC3 (configuration not stated)	/	-7%	3%	0%	0%	2	58%[activator]	-1.0%	3%	1%	2%
O=C(O)COc1ccc(S(=O)(=O)NCCc2ccccc2)cc1	-1%	-7%	1%	2%	14%	2	1%	-0.4%	-15%	-1%	19%
O=C(OCCCc1cc2ccccc2c(=O)o1)c1ccco1	7%	-2%	-7%	1%	1%	2	3%	0.3%	19%	0%	-9%
CC(=O)N1CCOc2ccc(S(=O)(=O)NCCc3ccc(Cl)cc3)cc21	-1%	-2%	-2%	-4%	-6%	-5	1%	0.5%	-2%	-4%	-29%
C[N+]1(C)CC2([N+](=O)[O-])CC=C(Oc3ccccc3)C([N+](=O)[O-])(C2)C1 (configuration not stated)	-5%	0%	-9%	-1%	-2%	0	0%	-0.2%	-10%	-1%	-30%
COc1cc2c(cc1OC)CN(Cc1cc(=O)n3c(-c4ccccc4)csc3n1)CC2	-2%	-10%	/	-8%	5%	2	44%[activator]	-0.9%	-1%	0%	?
CN(C)CCOCCOc1ccc(Cl)c2ccccc12	-7%	-7%	-16%	6%	-7%	-2	-3%	-0.2%	-39%	-1%	-75%[inhibitor]
O=C(COc1ccccc1)NC1CCSC1=O (configuration not stated)	14%	0%	8%	8%	-14%	-3	7%	2.7%	37%	-5%	-6%
O=S(=O)(c1c(F)cccc1F)N1CCN(C(=S)NCc2ccc3c(c2)OCO3)CC1	-4%	-3%	2%	-2%	-14%	?	-3%	-0.1%	-11%	-3%	0%
Cc1ccccc1-n1ncc2c1CC(C)(C)CC2NC(=O)CCn1cncn1 (configuration not stated)	/	10%	-1%	0%	-1%	5	3%	0.0%	-14%	-2%	5%
Cn1c(NC(=O)c2cccc(Cn3cc(Cl)cn3)c2)nc2ccccc21	?	10µM*	-2%	2%	-36%	3	4%	-0.2%	-8%	-4%	-2%
C=CCNC(=O)CC(=O)N/N=C/c1ccccc1F	-1%	-2%	-1%	0%	6%	0	-1%	-0.2%	6%	-5%	-15%
Cc1ccc(C(=O)Nc2ccc3[nH]c(=O)[nH]c3c2)c(C)c1	4%	8%	-23%	0%	1%	?	1%	-0.4%	21%	-7%	?
Cc1ccc(CNC(=O)C(NS(=O)(=O)c2cccc3nsnc23)C(C)C)cc1 (configuration not stated)	0%	0%	0%	1%	5%	-2	1%	0.2%	-3%	-7%	-3%
c1ccc2c3c(c(CN4CCCCC4)cc2c1)COC3	-8%	-6%	11%	5%	3%	14	5%	-0.6%	41%	-3%	-13%
COc1cc(C(=O)NCC(=O)OCc2ccc(F)cc2)cc(OC)c1OC	-1%	0%	-12%	-4%	-11%	/	-2%	-0.5%	-5%	-4%	1%
CC(C)c1ccc(/C=C/C(=O)NC2=NCCS2)cc1	?	?	/	5%	9%	-5	/	0.0%	/	/	/
CCOC(=O)CCCOC(=O)c1ccc(S(=O)(=O)N(C)C)cc1	-8%	0%	1%	-5%	-12%	5	1%	-0.1%	-52%	0%	11%
CCn1nc([N+](=O)[O-])c2c(-c3nc4ccccc4o3)c(N)n(CCCOC)c2c1=O	-2%	?	-5%	5%	14%	10	-2%	0.5%	-35%	-3%	-49%[inhibitor]
C=CCOc1ccc(NC(=O)C2CC(=O)N(C(C)C)C2)cc1 (configuration not stated)	-11%	5%	-1%	0%	-12%	-4	4%	0.0%	-19%	-6%	15%
CC1CCc2sc(C(=O)Nc3ccc(C(N)=O)cc3)cc2C1 (configuration not stated)	3%	?	-2%	2%	8%	?	4%	0.0%	0%	-5%	1%
O=C(COc1ccccc1Cl)NCCNC(=O)c1cccnc1	0%	0%	-1%	0%	12%	2	-17%	-0.1%	-6%	-1%	5%
CCCCOn1c(C)c(C(=O)OCC)c2c3nonc3ccc21	/	/	-1%	/	/	/	118%[activator]	/	-46%	-3%	-25%
O=C(Nc1cc2c(oc1=O)CCCC2=O)c1cccc(Cl)c1	1%	5%	/	2%	-3%	/	-2%	-0.9%	-23%	-5%	11%
Cc1nn(-c2ccccc2)c(Cl)c1C(=O)OC(C)C(=O)NC(=O)NC1CCCCC1 (configuration not stated)	-32%[inhibitor]	-5%	6%	-17%	-2%	1	-2%	-0.8%	-26%	0%	2%
Cc1ccc2c(c1)-c1ncc(C(=O)c3cc(Br)ccc3O)cc1CO2	-9%	-13%	/	1%	-12%	-1	/	-0.8%	-14%	/	/
CCCCN(C(=O)Cn1ncc(Cl)c(Cl)c1=O)c1c(N)n(CC(C)C)c(=O)[nH]c1=O	-14%	1%	-8%	3%	3%	-2	9%	0.9%	-69%	-8%	-38%
Cc1ccc(NC(=O)N2CCN(C)CC2)cc1NC(=O)N1CCN(C)CC1	0%	7%	0%	-1%	4%	-1	0%	-0.5%	-5%	-2%	6%
Cc1cc(C)nc(NS(=O)(=O)c2ccc(NC(=O)CSc3ncn[nH]3)cc2)n1	0%	1%	4%	0%	-4%	3	4%	-0.3%	6%	-6%	-5%
CCn1c(SCC(=O)N2CCC(C)CC2)nnc1-c1ccc(S(=O)(=O)N2CCN(C)CC2)cc1	-3%	0%	0%	2%	11%	3	2%	-0.1%	4%[1.84 µM]	-1%	10%
COc1ccc(CN2C(=O)c3ccccc3C2=O)cc1C(=O)Nc1ccccc1N1CCOCC1	-2%	-16%	-3%	1%	22%	0	-2%	-0.2%	-34%	-2%	-10%
Cn1cc2ccc([N+](=O)[O-])cc2n1	2%	2%	10%	-1%	2%	3	4%	-0.3%	18%	-4%	12%
CC(C)(C)c1cc[n+](C2=C([O-])c3ccccc3C(=O)/C2=N\S(=O)(=O)c2ccccc2)cc1	-11%	-12%	2%	-5%	-8%	1	-1%	-0.1%	-34%	-7%	-13%
CCOC(=O)c1cccc(NC(=O)C2CCN(c3ncnc4c3nc3n4CCCCC3)CC2)c1	-4%	-7%	4%	3%	3%	-3	0%	-1.2%	1%	-8%	-19%

Pulled by compound from the entries so far (five):
SMILES	p53 reactivator	ELG1 genotox	uPA surface inh	USP2a block	Eya2 inh	TRPV1 agonist	S-ASM inh	B2AR arrestin	BRCA1 expr up	TSG101-PTAP inh	a7 integrin act
CCn1c(SCC(=O)N2CCC(C)CC2)nnc1-c1ccc(S(=O)(=O)N2CCN(C)CC2)cc1	-3%	0%	0%	2%	11%	3	2%	-0.1%	4%[1.84 µM]	-1%	10%
Cn1cc2ccc([N+](=O)[O-])cc2n1	2%	2%	10%	-1%	2%	3	4%	-0.3%	18%	-4%	12%
CC(C)(C)c1cc[n+](C2=C([O-])c3ccccc3C(=O)/C2=N\S(=O)(=O)c2ccccc2)cc1	-11%	-12%	2%	-5%	-8%	1	-1%	-0.1%	-34%	-7%	-13%
CCOC(=O)c1cccc(NC(=O)C2CCN(c3ncnc4c3nc3n4CCCCC3)CC2)c1	-4%	-7%	4%	3%	3%	-3	0%	-1.2%	1%	-8%	-19%
CCCCN(C(=O)Cn1ncc(Cl)c(Cl)c1=O)c1c(N)n(CC(C)C)c(=O)[nH]c1=O	-14%	1%	-8%	3%	3%	-2	9%	0.9%	-69%	-8%	-38%

This is a random part of the collection; about 2.6% have a hit in one of these screens.
